OXTR potentiator: human OXTR potentiation; 320,000 tested, 0.061% active; P30559; CHO-OTR cells, Fluo-8 calcium fluorescence, potentiator mode; 0% = oxytocin EC15, 100% = EC100; activation, % at 3 µM;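 active = activation above that plate's cutoff, the mean activation of tested compounds plus 3 SD, cut at about 6.6% in these data, passing the limit was not always enough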;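 also: 100% uses oxytocin at 75 nM as the full agonist control; some results filed as inactive read as strong as hits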
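Assay system: CHO cell line stably expressing human OTR. Reagent: EC15 oxytocin agonist. Dosing: single dose, 3.0 µM nominal final compound concentration. Timing: compound 6 min at room temperature before oxytocin, 100 s read. Signal: kinetic Fluo-8 calcium fluorescence. Controls: oxytocin EC15 low and EC100 high.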
CHO-K1 Ca antag: nonselective inhibitor or artifact in parental CHO-K1 cells; ATP-induced calcium, Fluo-8 fluorescence; inhibition, % at 3 µM; 360,000 tested, 0.6% active; AID 602250;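 active = inhibition above a per-plate cutoff, the plate's mean sample inhibition plus 3 SD, cut at about 24% in these data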;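 also: 0% = DMSO plus EC80 ATP and 100% = DMSO alone without ATP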
V1aR counter: activates human V1a receptor in oxytocin agonist counter-screen | P37288 | CHO-V1R cells, Fluo-8 calcium fluorescence, agonist mode; 0% DMSO, 100% 3 nM vasopressin | activation, % at 3 µM | 320,000 tested, 0.25% active | AID 2797;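 active = activation above the mean activation of all tested compounds plus 3 SD, per screening run, cut at about 20% in these data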;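 also: signal is peak over basal fluorescence ratio across a 100 second FLIPR read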
Target sequence (P37288 whole entry, looked up): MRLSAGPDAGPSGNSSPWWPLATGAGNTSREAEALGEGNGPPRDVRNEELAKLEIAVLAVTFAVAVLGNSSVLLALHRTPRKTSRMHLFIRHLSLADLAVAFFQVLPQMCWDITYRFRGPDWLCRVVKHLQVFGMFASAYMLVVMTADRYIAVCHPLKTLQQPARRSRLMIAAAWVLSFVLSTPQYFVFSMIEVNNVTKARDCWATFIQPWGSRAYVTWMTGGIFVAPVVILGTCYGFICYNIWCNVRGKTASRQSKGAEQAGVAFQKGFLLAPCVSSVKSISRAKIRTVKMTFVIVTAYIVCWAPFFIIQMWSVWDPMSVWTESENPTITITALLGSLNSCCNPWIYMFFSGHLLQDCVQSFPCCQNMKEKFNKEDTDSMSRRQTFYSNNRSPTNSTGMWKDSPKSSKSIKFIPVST
CHO parental Ca: counter-screen: ATP calcium response change in parental CHO cells; inhibition, % at 5.6 µM; parental CHO-K1, ATP-induced calcium, Fluo-8 fluorescence; AID 463079; 330,000 tested, 0.63% active;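 active = inhibition above that plate's mean sample inhibition plus 3 SD, cut at about 26% in these data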;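 also: 0% = ATP-challenged DMSO wells and 100% = DMSO wells without ATP; some compounds past the cut are filed as inactive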
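Material – parental CHO cells · Reagent – ATP stimulus · Compound – single nominal dose of 5.6 µM per compound · Detection – Fluo-8 fluorescence · Read-out basis – percent inhibition of calcium signal · Controls – ATP-challenged DMSO wells low, unchallenged DMSO wells high · Repeats – no replicates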
M1 PAM parental: nonselective activator or artifact in parental CHO-K1 calcium assay; activation, % at 3 µM; ATP EC20, Fluo-8 calcium fluorescence; 0% at ATP EC20, 100% at ATP max; 360,000 tested, 0.02% active;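 active = activation above the run cutoff, the mean activation of all test compounds plus 3 SD, cut at about 40% in these data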;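 also: peak over basal fluorescence ratio in a 140 s read after ATP addition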
M1 ag parental: nonselective activator or artifact in parental CHO-K1 cells. Fluo-8 calcium fluorescence; scaled to maximal ATP response, vehicle zero. activation, % at 3 µM. 360,000 tested, 0.48% active; in the data active = activation above about 15%;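 also: untransfected CHO-K1 host cells lacking M1 receptor as counterscreen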
TAAR1 ag: human TAAR1 agonism | Q96RJ0 | CHO RD-HGA16 TAAR1, Fluo-8 calcium fluorescence; vehicle wells 0%, saturating PEA agonist 100% | activation, % at 3 µM | 360,000 tested, 0.99% active | AID 624467;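 active = activation above the mean activation of all test compounds in the run plus 3 SD, cut at about 38% in these data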
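Test system: RD-HGA16 (CHO) cells co-expressing Gα16 and hTAAR1; dosing: one-point dosing at 3 µM (nominal); timing: 17-24 h seeding, 75 min 37 °C dye, 30 min RT; signal: kinetic Fluo-8 calcium fluorescence; read-out basis: % activation relative to PEA EC100 response; controls: DMSO and PEA EC100; replicates: n 1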
TAAR1 antagonist: antagonists of human TAAR1. Q96RJ0. CHO RD-HGA16 TAAR1, Fluo-8 calcium fluorescence, antagonist. inhibition, % at 3 µM. 360,000 tested, 1.5% active;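 active = inhibition above a per-plate cutoff, the mean inhibition of test compounds on that plate plus 3 SD, cut at about 49% in these data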;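 also: 0% = DMSO plus EC80 beta-PEA response and 100% = DMSO alone without agonist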
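Test system – hTAAR1-expressing CHO RD-HGA16 cells, Gα16-coupled · Also added – β-PEA at EC80 concentration, post-compound challenge · Compound – 3 µM, single point · Incubation – dye loading 75 min at 37 °C, then 30 min room temperature · Measured by – Fluo-8 intracellular calcium dye fluorescence, real-time kinetic reads · Benchmarks – vehicle and agonist controls · Replicates – singlicate, one well per test compound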
CHRM1 agonist: human M1 muscarinic receptor agonism; P11229; CHO-K1 hM1, Fluo-8 calcium fluorescence, agonist mode; 0% DMSO, 100% acetylcholine EC100; activation, % at 3 µM; 360,000 tested, 0.33% active;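 active = activation above the run's mean compound activation plus 3 SD, cut at about 16% in these data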;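 also: peak over basal fluorescence ratio within a 140 s kinetic read after compound addition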
Target sequence (P11229 whole entry, looked up): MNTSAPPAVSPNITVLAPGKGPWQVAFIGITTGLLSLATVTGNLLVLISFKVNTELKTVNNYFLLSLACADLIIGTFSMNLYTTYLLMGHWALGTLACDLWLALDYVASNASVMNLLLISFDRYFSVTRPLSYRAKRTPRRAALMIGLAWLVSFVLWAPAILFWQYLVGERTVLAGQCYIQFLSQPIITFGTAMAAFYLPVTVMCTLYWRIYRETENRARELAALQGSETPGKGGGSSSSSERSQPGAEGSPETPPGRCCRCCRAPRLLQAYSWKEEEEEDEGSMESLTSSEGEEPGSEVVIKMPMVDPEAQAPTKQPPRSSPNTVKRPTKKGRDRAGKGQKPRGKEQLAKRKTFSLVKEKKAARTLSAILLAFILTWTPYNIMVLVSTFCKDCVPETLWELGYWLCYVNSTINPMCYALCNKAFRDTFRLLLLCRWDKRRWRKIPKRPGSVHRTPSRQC
* = called active by the depositor; . = not tested or not shown.

SMILES	OXTR potentiator	CHO-K1 Ca antag	V1aR counter	CHO parental Ca	M1 PAM parental	M1 ag parental	TAAR1 ag	TAAR1 antagonist	CHRM1 agonist
O=C(NC(=S)NCCOCc1ccc(Cl)cc1)c1cccnc1	-1.9	-5.3	0.6	-7.3	10.2	2.3	1.7	10.1	-8.7
COc1cccc(OC)c1C(=O)Nc1ccc(C(=O)c2ccncc2)cc1	0.7	0.6	0.4	-2.9	-9.6	1.1	5.4	-9.8	-0.7
NC(=O)c1ccccc1NS(=O)(=O)c1ccc2c(c1)OCCO2	3.5	3.3	-0.1	11.6	9.1	0.4	5.3	8.0	-2.3
CCOc1ccc2nc(NC(=O)CSc3nc(SC)ns3)sc2c1	-7.3	-7.8	0.5	-17.9	4.9	-0.1	0.2	13.4	-8.5
O=C1CN(C(=O)COC(=O)CNC(=O)c2ccc(Br)o2)c2ccccc2N1	-10.3	-12.5	0.2	-6.5	16.3	1.3	2.4	3.6	-2.6
O=C(CC1CC2CCC1C2)N1CCN(S(=O)(=O)c2ccc(F)cc2)CC1 (configuration not stated)	.	-2.4	.	.	-5.2	0.8	2.5	7.7	-5.0
CCOC(=O)c1sc(=S)n(C)c1NC(=O)c1ccc(OC)cc1	4.1	-6.0	0.6	-17.3	10.2	-0.4	3.0	-3.4	-5.7
CCSC1=NCCN1C(=O)C(C)(C)Oc1ccc(Cl)cc1	5.0	-8.0	-0.7	-18.0	-4.0	-0.6	0.3	5.5	-4.0
CCc1nc(NCc2cccs2)c2nnn(Cc3ccccc3)c2n1	.	-2.4	.	.	9.3	0.2	-0.6	-27.5	-3.7
O=C(c1ccc(Cl)c(S(=O)(=O)Nc2ccccc2C(=O)N2CCc3ccccc3C2)c1)N1CCc2ccccc2C1	-4.0	-3.0	1.6	-12.8	-2.4	2.1	5.8	35.5	-3.5
O=C(NCCOc1ccccc1)c1cc2ccccc2o1	-3.0	-11.5	-0.3	3.8	19.0	1.0	7.2	9.9	-4.0
CC(=O)Nc1ccc(/C(C)=N/NC(=O)c2ccc(COc3ccccc3Cl)o2)cc1	-10.3	-1.0	15.3	-7.7	4.9	0.4	3.6	16.8	-2.4
N/C(=N\OC(=O)c1ccc(F)cc1)c1ccc(Br)cc1	-9.7	-5.1	-0.5	0.0	2.7	3.8	1.5	-12.2	-5.1
COC(=O)CCCC(=O)NC1CC(C)(C)Cc2c1cnn2-c1ccc(C)cc1 (configuration not stated)	-3.0	-7.8	0.6	-16.9	17.4	1.2	-0.6	-8.1	-2.4
COc1ccc(N2CC(C(=O)N[C@@H](CC(C)C)C(=O)NC3CCCCC3)CC2=O)cc1 (some centres not stated)	-7.8	-13.4	0.1	-26.6	15.3	-0.3	-0.3	-9.1	-2.3
O=C(CSc1nnc(CNC(=O)c2cccs2)o1)NCC1CCCO1 (configuration not stated)	-7.5	-9.8	0.8	5.0	22.3	1.2	5.3	-15.1	-4.8
COC(=O)c1ccc(NC(=O)CNCc2ccncc2)cc1	-4.8	-2.2	-0.1	-8.8	9.4	-0.1	0.9	-14.6	-2.1
CCOc1ccc2[nH]c3c(NCCN(C)C)ncnc3c2c1	1.1	-12.8	-0.4	-8.4	-8.0	0.8	-1.4	2.8	-8.8
COc1ccc(C)c(NC(=O)NCCc2cnc[nH]2)c1	-6.4	-5.2	-1.2	0.4	11.1	0.4	-0.1	-3.7	-1.2
Cc1cccc(NC(=O)CN(c2ccc(C(C)C)cc2)S(=O)(=O)c2c(C)nn(C)c2C)n1	-8.5	6.9	-1.1	-18.8	11.1	0.7	-2.3	13.0	-9.9
CC(=O)Oc1cccc2c1C(=O)c1c(OC(C)=O)cc(C(=O)O)cc1C2=O	-19.1	6.4	-0.8	4.8	8.8	1.7	2.9	-2.3	-2.1
COc1cccc(CN(C)C(c2ccccc2)c2ccccc2)c1OC	-11.5	-24.9	0.1	-18.8	-16.5	0.0	7.2	-0.3	-3.0
CCOC(=O)C1=C[C@@H](C)N(S(=O)(=O)c2ccc(C)cc2)[C@H]1c1ccccc1	.	5.5	.	.	16.6	0.0	0.5	-12.7	-9.7
CCOC(=O)C1=NNC(C(=O)c2ccccc2)C1c1ccc(C)cc1 (configuration not stated)	-13.9	-10.9	-1.9	-26.7	16.1	-0.2	-1.7	-25.6	-7.0
CCCNC(=O)C1(C)CCN(Cc2ccc(-c3ccccc3)o2)C1 (configuration not stated)	.	-9.6	.	.	15.6	1.3	-0.6	-5.9	-6.9
Cc1ccn2cc(-c3cccc(NC(=O)c4cccs4)c3)nc2c1	1.1	-13.3	-0.8	-20.1	-5.7	2.0	2.5	15.6	-6.7
Cc1cccc(OCc2nc(-c3nonc3N)no2)c1C	-4.0	-7.1	-0.7	4.2	15.6	0.3	-2.7	15.9	-6.8
N#Cc1cc(N)ccc1-n1cccc1	1.5	-1.9	1.5	-1.5	19.4	0.8	27.8	-12.3	-3.7
Cc1ccc(N2C(SCC(=O)O)=NC(=Nc3cccc(C)c3)C23CCCC3)cc1	-1.6	4.2	0.0	-16.2	-2.2	0.1	5.3	3.5	-3.7
O=C(CCNC(=O)c1ccc(Cl)cc1)NCc1ccco1	-1.1	-13.0	0.6	-6.2	9.3	0.0	2.8	-17.7	-1.4
CC(=O)c1cc2c(cc1NC(=O)c1cccc(S(=O)(=O)N3CCN(C)CC3)c1)OCO2	-12.9	-2.7	-0.4	-12.3	-4.4	-0.3	0.0	7.5	-2.5
O=C(c1ccc(Br)o1)N1CCN(c2ncccn2)CC1	-10.5	-1.6	0.2	-15.4	6.2	0.3	4.2	-2.8	-4.1
Cc1c(NS(=O)(=O)c2ccc(F)cc2)c(=O)n(-c2ccccc2)n1C	-8.4	2.5	0.4	-21.4	-13.8	-0.3	1.3	-16.8	-1.1
COCCNC(=O)CSc1nc2nc(C)cc(C)n2n1	-6.6	-5.8	-0.1	2.8	12.3	-0.1	9.7	10.2	-4.4
C/C(CC(=O)N1CCN(C=O)CC1)=N\NC(=O)c1ccc(Br)cc1	-5.5	-5.7	0.2	-7.9	18.9	0.3	3.4	0.2	-6.0
CCOC(=O)C1=C(C)N(CCCCCC(=O)O)C(=O)NC1c1ccccc1OC(=O)c1cccs1 (configuration not stated)	-10.2	.	0.1	1.8	.	.	1.6	-9.9	.
O=S1(=O)c2ccc(Br)cc2N2CC[C@H](C2)N1Cc1ccc(Cl)cc1	.	1.5	.	.	-9.2	-0.6	1.2	-5.9	-7.2
Cc1cccc(NC(=S)NCc2ccccc2)c1C	-9.8	0.3	0.4	9.5	-12.3	0.1	-1.5	-7.6	-2.5
O=C(Nc1cccc(Cl)c1)Nc1nnc([C@H]2C[C@H](O)[C@@H](CO)O2)s1	.	-6.8	.	.	14.7	0.0	28.7	-15.3	-0.5
CCc1ccc2nc(NC(=O)C3CSC4(C)CCC(=O)N34)sc2c1 (configuration not stated)	-2.7	-8.5	-1.4	-19.8	6.0	0.6	3.6	-11.0	-3.1
COc1ccc(S(=O)(=O)N(C)C[C@H]2Oc3ccc(NS(=O)(=O)c4ccccc4)cc3C(=O)N([C@H](C)CO)C[C@@H]2C)cc1	-5.5	-8.0	1.3	-9.6	5.3	0.1	0.4	-8.2	-4.6
Cc1nc(N2CCOCC2)c(C#N)c(C)c1Br	-0.8	-2.7	0.1	-6.8	11.2	0.2	6.5	-6.8	-3.0
CN(Cc1ccccc1)Cc1cc(=O)oc2ccccc12	.	-23.9	.	.	17.7	4.7	3.7	2.7	-1.8
CC(=O)Nc1ccc(C(=O)Nc2ccc(S(=O)(=O)NCC3CCCO3)cc2)cc1 (configuration not stated)	-2.9	-8.2	0.4	-8.9	14.3	0.6	1.7	4.4	-6.6
CS(=O)(=O)N1CCN(C(=O)c2csc3ccccc23)CC1	-3.5	-9.9	-0.1	-7.5	0.3	0.1	4.8	-10.7	-3.0
CCCN(CCC)S(=O)(=O)c1ccc(C(=O)N2CCC(=O)c3ccccc32)cc1	-12.4	18.8	1.6	1.9	-5.0	3.4	7.0	59.7*	-2.2
CCN(Cc1cc2ccccc2[nH]c1=O)C(=O)C1CCCCC1	-3.6	-8.0	2.5	-10.2	12.8	2.5	2.3	4.5	1.5
CC(NC(=O)CN(C)Cc1nc2ccccc2c(=O)[nH]1)c1ccccc1 (configuration not stated)	-1.2	1.4	-0.7	-2.3	0.6	0.2	13.7	-2.7	-5.0
COc1ccc(NC(=O)CCCCC(=O)Nc2ccc(OC)cc2)cc1	-3.5	-5.0	-0.3	-9.0	9.9	0.2	5.5	5.7	-1.1
O=C(COC(=O)c1cc[n+]([O-])cc1)Nc1cc([N+](=O)[O-])ccc1Cl	6.6	1.7	2.1	-13.9	21.3	1.9	3.5	-12.4	-0.7
CC1CCCC(C)N1C(=O)COC(=O)c1cc(-c2cccs2)nn1-c1ccccc1 (configuration not stated)	-1.3	0.1	-1.6	-22.8	8.4	0.0	-1.1	1.6	-8.1
CC1=Nc2ccccc2N=C(NC(=O)CSC(=S)N2CCCCC2)C1c1ccccc1 (configuration not stated)	-7.8	0.9	-0.6	-24.1	11.1	4.9	-2.6	38.6	-4.1
COC(=O)c1ccc(CNC(=O)CC[C@H]2O[C@@H](n3cc(C)c(=O)[nH]c3=O)C[C@@H]2O)cc1	.	-9.5	.	.	8.0	0.6	3.6	-9.4	0.9
CC(C)Cn1c(SCC(=O)N2CCN(S(=O)(=O)c3ccccc3)CC2)nc2ccccc21	-3.6	-0.7	-0.3	-26.5	17.3	2.9	0.7	29.7	-6.4

Taken from above.
Result for CCN(Cc1cc2ccccc2[nH]c1=O)C(=O)C1CCCCC1 under CHO-K1 Ca antag: -8.0
Result for CC1CCCC(C)N1C(=O)COC(=O)c1cc(-c2cccs2)nn1-c1ccccc1 (configuration not stated) under OXTR potentiator: -1.3

Fetched one by one from the entries so far, 3 records:
SMILES	OXTR potentiator	CHO-K1 Ca antag	V1aR counter	CHO parental Ca	M1 PAM parental	M1 ag parental	TAAR1 ag	TAAR1 antagonist	CHRM1 agonist
COC(=O)c1ccc(NC(=O)CNCc2ccncc2)cc1	-4.8	-2.2	-0.1	-8.8	9.4	-0.1	0.9	-14.6	-2.1
CC1CCCC(C)N1C(=O)COC(=O)c1cc(-c2cccs2)nn1-c1ccccc1 (configuration not stated)	-1.3	0.1	-1.6	-22.8	8.4	0.0	-1.1	1.6	-8.1
O=C(CC1CC2CCC1C2)N1CCN(S(=O)(=O)c2ccc(F)cc2)CC1 (configuration not stated)	.	-2.4	.	.	-5.2	0.8	2.5	7.7	-5.0

Assay outcomes (PubChem)
